Screens from PubChem BioAssay.
SUMO Mot1 rescue: inhibitors of SUMOylation pathway: yeast Mot1-301 growth rescue. growth rescue, % at 18.8 µM. 320,000 tested, 1% active. AID 2716. S. cerevisiae Mot1-301 growth rescue, ATP luminescence, 38.5C; percent above DMSO median, 100 means doubled;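 active = every valid replicate shows activation above 250% relative to neutral control wells; inactive = the rest, any valid replicate at or below 250%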;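 note: OY570 slx delta 5 strain wells were the positive control but not used for scaling; some compounds called inactive have numbers as strong as hits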
AddAB inh: less growth of phage-infected E. coli with AddAB. E. coli expressing H. pylori AddAB, absorbance growth. inhibition, % at 11.9 µM. 330,000 tested, 0.29% active. AID 435030; in the data active = inhibition above about 12%;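 note: 0% = vehicle wells of infected cells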
Ecoli viability: bacterial growth inhibition, counter-screen for AddAB inhibitors. AID 449728. inhibition, % at 11.9 µM. E. coli V3065 growth, OD600 absorbance, 18 h. 330,000 tested, 0.27% active;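 active = inhibition above the campaign's mean inhibition across all tested compounds plus 3 SD, cut at about 9.9% in these data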;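 note: uninfected addAB+ strain grown without phage in ampicillin broth; 0% = DMSO wells and 100% = ciprofloxacin 0.95 µg/ml wells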
DAGLB inh: diacylglycerol lipase beta (human) inhibition; Q8NCG7; HEK293T DAGLB membrane lysate, EnzChek fluorogenic substrate; inhibition, % at 5.17 µM; 340,000 tested, 0.059% active; in the data active = inhibition above about 34%;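 note: 0% = enzyme with vehicle and 100% = wells lacking enzyme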
PKA-R2B activ: activators of human PKA-R2B complex; P22694+P31323; 340,000 tested, 0.079% active; PKA-R2B holoenzyme dissociation, Cy5-IP20 fluorescence polarization; R2B truncated from residue 108, S112A mutant; 0% DMSO only, 100% 113 µM cGMP; activation, % at 11.4 µM;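 active = activation above a cutoff set at the mean over all compounds plus 3 SD, cut at about 18% in these data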;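 note: higher means more holoenzyme dissociation and a rise in polarization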
CDK5 inh: CDK5/p35 (human) kinase inhibition; 330,000 tested, 0.01% active; Q00535+Q15078; inhibition, % at 10 µM; Recombinant CDK5/p35, ADP-Glo luminescence, 60 min;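 active = highest replicate inhibition of at least 50% and at least 75% of replicates reaching 50%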;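 note: plate controls were DMSO neutral control for no effect and GW8510 at 10 µM for full effect; many of its hits are not listed in these tables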
Target sequence (Q00535 whole entry, looked up): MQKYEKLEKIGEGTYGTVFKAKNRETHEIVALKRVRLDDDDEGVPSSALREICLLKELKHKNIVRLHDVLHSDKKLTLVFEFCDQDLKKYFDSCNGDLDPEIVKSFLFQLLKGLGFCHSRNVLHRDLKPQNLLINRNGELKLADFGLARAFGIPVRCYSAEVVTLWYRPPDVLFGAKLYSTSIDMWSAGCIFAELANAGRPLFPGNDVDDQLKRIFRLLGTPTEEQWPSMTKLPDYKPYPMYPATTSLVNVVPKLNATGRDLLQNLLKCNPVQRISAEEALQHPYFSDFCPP
Target sequence (Q15078 whole entry, looked up): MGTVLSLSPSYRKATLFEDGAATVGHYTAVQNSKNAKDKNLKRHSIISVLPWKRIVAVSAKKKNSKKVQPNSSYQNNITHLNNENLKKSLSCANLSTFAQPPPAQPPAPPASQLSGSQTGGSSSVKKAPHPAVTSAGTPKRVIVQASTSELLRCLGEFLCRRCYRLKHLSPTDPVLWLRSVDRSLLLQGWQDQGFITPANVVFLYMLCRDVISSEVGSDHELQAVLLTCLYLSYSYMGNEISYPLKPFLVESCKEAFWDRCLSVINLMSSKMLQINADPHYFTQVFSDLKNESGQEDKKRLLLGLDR
HTR5A inv ctr: counter-screen for OPRM1-OPRD1 inverse agonists: human HTR5A inverse agonism; 340,000 tested, 0.083% active; HTR5A cell line, luminescence; P47898; inhibition, % at 9.3 µM; in the data active = inhibition mostly above about 23%, no sharp cut-off; inactive = mostly below about 18%;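 note: 0% = cells with DMSO and 100% = no-cell wells with DMSO; some compounds called inactive have numbers as strong as hits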
Target sequence (P47898 whole entry, looked up): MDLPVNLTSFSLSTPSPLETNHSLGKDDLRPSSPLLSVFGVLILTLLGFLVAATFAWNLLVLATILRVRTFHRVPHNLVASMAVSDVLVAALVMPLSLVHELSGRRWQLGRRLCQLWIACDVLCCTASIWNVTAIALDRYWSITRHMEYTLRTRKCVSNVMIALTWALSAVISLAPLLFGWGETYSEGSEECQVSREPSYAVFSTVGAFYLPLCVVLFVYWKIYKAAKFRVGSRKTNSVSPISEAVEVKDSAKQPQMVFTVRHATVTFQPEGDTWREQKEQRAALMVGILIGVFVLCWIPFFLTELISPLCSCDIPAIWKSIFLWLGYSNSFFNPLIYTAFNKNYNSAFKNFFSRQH
phage Ecoli inh: E. coli growth loss with phage present; growth absorbance; inhibition, % at 11.9 µM; 360,000 tested, 0.26% active; AID 651602; in the data active = inhibition above about 11%
HTR5A ag: counter-screen for OPRM1-OPRD1 agonists: human HTR5A agonism | P47898 | HTR5A agonist assay, luminescence, cell-based | activation, % at 9.3 µM | 340,000 tested, 0.61% active; in the data active = activation mostly above about 9.5%, no sharp cut-off; inactive = mostly below about 7.6%;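 note: 0% = cells with vehicle only and 100% = reference agonist; strong numbers were not always called active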
Tat transport: E. coli Tat transport inhibition | E. coli MC4100 TorA-mCherry Tat export, fluorescence | inhibition, % at 10 µM | 340,000 tested, 0.036% active;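 active = mean replicate inhibition at least 50% and at least half of replicates individually reaching 50%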;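 note: exported cargo escapes ClpAP degradation while cytoplasmic cargo is degraded and loses fluorescence; 0% = median of neutral control wells and 100% = median of NaSCN control wells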
PKA-R1A act: activators of PKA-R1A complex; activation, % at 11.4 µM; 340,000 tested, 0.083% active; PKA-R1A dissociation, Cy5-IP20 fluorescence polarization; scaled: DMSO 0%, 113 µM cGMP 100%;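 active = percent activation above the mean of all tested compounds plus 3 SD, cut at about 19% in these data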;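 note: higher means more PKAc released from R1A so a rise in polarization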
* marks the source's active call; other numbers are inactive results; x = no result given.

1	CC1CCc2cc(F)ccc2N1C(=O)c1cc2nc(-c3ccco3)cc(C(F)(F)F)n2n1 (stereo not drawn)
2	CCOc1ccc(NC(=O)Cn2c(=O)n(CCCC(=O)NC3CCN(Cc4ccccc4)CC3)c(=O)c3ccccc32)cc1
3	CCOc1ccc(N2CC(C(=O)NC(C)C)CC2=O)cc1 (stereo not drawn)
4	COCCCNc1nc2c(c(=O)n(Cc3ccc(Cl)cc3)c(=O)n2C)n1C
5	O=C(CCS(=O)(=O)Cc1ccccc1)Nc1nc2c(s1)CCCC2
6	COCCCNC(=O)CCc1nnc(Cc2ccc(-c3ccccc3)cc2)o1
7	O=C(CCN1C(=O)/C(=C/c2ccc(Cl)cc2)SC1=S)Nc1cccc(C(=O)O)c1
8	COc1ccc(C)cc1NC(=O)Nc1ccc(C(=O)N2CCCC2)cc1

compound no.,1,2,3,4,5,6,7,8
CDK5 inh,-0.9,-1.1,-0.2,-3.3,3.7,-0.4,-0.8,3.1
phage Ecoli inh,2.1,0.3,0.5,1.2,0.5,2.4,3.2,-0.6
HTR5A ag,3.5,0.5,1.6,1.2,6.8,0.7,1.7,6.5
Ecoli viability,2.7,0.3,-1.6,-2.1,1.7,-0.6,-0.4,-0.3
AddAB inh,-1.4,-0.7,0.5,2.3,2.3,0.5,-2.2,4.8
Tat transport,-2.3,-10.0,-2.8,5.8,15.4,1.7,0.7,0.8
SUMO Mot1 rescue,-12.8,15.3,-19.4,-0.2,-34.0,362.4,4.7,-2.4
DAGLB inh,-6.0,2.4,5.3,2.7,3.0,-0.7,3.2,0.6
PKA-R1A act,-14.7,-1.5,4.5,8.0,-10.7,-2.1,1.9,-5.8
PKA-R2B activ,7.2,6.9,-0.1,4.5,-5.0,-2.0,10.5,-2.6
HTR5A inv ctr,-9.0,2.5,-51.6,-4.6,-35.8,2.5,-6.5,0.3

9	COc1ccc(Cc2nnc(NC(=O)c3ccc(C)cc3)s2)cc1OC
10	COc1ccccc1NS(=O)(=O)c1cc(NC(=O)CNC(=O)c2cc(C)cc(C)c2)ccc1C
11	O=C(COC(=O)c1cccs1)NCc1cccs1
12	COC(=O)c1c(NC(C)=O)sc(C(=O)Nc2ccccc2F)c1C
13	COc1ccc(CCC(=O)NCc2ccc3c(c2)OCO3)cc1
14	CCC1c2ccccc2C(=O)C1C(N)=O (stereo not drawn)
15	CC(C)CNC(=O)COC(=O)CCC(=O)c1cccs1
16	COc1cc(O)sc1C=Nc1ccc(Cl)cc1Cl

compound no.,9,10,11,12,13,14,15,16
CDK5 inh,-0.2,-1.1,1.5,3.7,0.0,0.6,-3.1,0.2
phage Ecoli inh,1.4,4.2,1.3,-0.9,3.1,0.5,3.3,3.8
HTR5A ag,2.9,-0.2,-7.0,5.2,4.5,-1.7,1.3,-2.5
Ecoli viability,-2.4,1.1,-2.7,0.3,1.4,x,-0.4,0.1
AddAB inh,0.8,-0.6,0.0,3.2,2.8,x,3.5,-0.7
Tat transport,-9.9,-0.5,-5.0,7.7,4.7,-3.1,-1.5,-3.0
SUMO Mot1 rescue,6.7,25.1,271.4,-18.8,72.5,x,4.2,-1.0
DAGLB inh,0.3,-2.4,0.8,2.5,-7.7,0.7,-0.1,0.2
PKA-R1A act,-13.3,5.0,-9.0,9.4,1.9,3.5,-4.6,3.5
PKA-R2B activ,0.5,9.1,6.0,-11.1,3.0,-3.5,-6.0,4.6
HTR5A inv ctr,-10.7,6.0,4.4,-14.5,-12.9,6.5,15.6,-18.4

17	O=C(Nc1ccccc1)c1ccccc1OCc1ccc(S(=O)(=O)N2CCOCC2)cc1
18	Nn1c(SCC(=O)NC2CCS(=O)(=O)C2)nnc1-c1cccs1 (stereo not drawn)
19	CCN(CC)S(=O)(=O)c1ccc(C(=O)OCC(=O)NC2CCCC2)cc1
20	O=C(O)c1ccc(S(=O)(=O)N(Cc2ccccc2)C2CCCCC2)cc1
21	Cc1[nH]n(C)c(=O)c1C(=O)c1c(-c2c(Cl)cccc2Cl)noc1C
22	Cc1ccc(C(=O)Oc2cccc(-n3cnnn3)c2)cc1
23	COc1cccc(CNC(=O)COC(=O)c2cccc(S(=O)(=O)N3CCN(C(C)=O)CC3)c2)c1
24	C=CCNC(=S)Nc1cccc([N+](=O)[O-])c1

compound no.,17,18,19,20,21,22,23,24
CDK5 inh,2.3,0.2,0.6,1.2,0.3,-2.3,0.2,0.6
phage Ecoli inh,1.2,0.9,0.7,2.0,1.3,0.5,4.0,0.7
HTR5A ag,-2.3,1.9,0.1,-4.8,-3.7,0.8,-1.2,2.4
Ecoli viability,-0.7,0.4,0.9,0.8,-2.1,1.1,-3.0,0.4
AddAB inh,-0.8,2.1,1.5,1.2,1.4,0.5,1.1,0.7
Tat transport,1.7,-3.3,-7.2,2.4,-2.4,-2.6,-6.0,-2.1
SUMO Mot1 rescue,289.3,568.6,96.3,-8.4,15.0,x,12.6,41.6
DAGLB inh,-2.0,-1.4,-1.9,1.9,2.8,-8.6,-0.2,-0.6
PKA-R1A act,2.3,0.5,0.9,-4.7,-5.7,2.3,3.8,11.3
PKA-R2B activ,7.4,-5.7,2.5,-8.4,-4.7,-3.2,7.1,-5.6
HTR5A inv ctr,6.2,-5.2,-0.4,17.4,10.4,-22.5,19.3,-8.6

25	CCn1nnc(NC(=O)CSc2ccc(Cl)cc2)n1
26	Cc1cccc(CN2CCN(c3ncccn3)CC2)c1
27	COc1ccc(NC(=O)N(C)C[C@H]2Oc3c(NC(=O)Nc4c(C)noc4C)cccc3C(=O)N([C@H](C)CO)C[C@@H]2C)cc1
28	O=C(NCC(=O)N(Cc1ccccc1)C(C(=O)NCC1CCCO1)c1ccccc1)c1ccco1 (stereo not drawn)
29	CCn1cc(/C=C(\NC(=O)c2ccccc2OC)C(=O)N2CCN(C)CC2)c2ccccc21
30	CC(CNC(=O)CCc1nnc(CCC2CCCCC2)o1)c1ccccc1 (stereo not drawn)
31	CCOC(=O)c1cccc(NC(=O)CN(c2ccc(OC)cc2)S(=O)(=O)c2c(C)noc2C)c1
32	CSc1nnc(N(CCC#N)CCC#N)s1

compound no.,25,26,27,28,29,30,31,32
CDK5 inh,0.0,0.0,-0.1,0.8,x,-8.6,0.7,1.5
phage Ecoli inh,x,2.9,1.4,-5.4,2.1,3.0,3.4,-0.9
HTR5A ag,-1.0,2.5,1.2,0.3,0.1,-2.5,6.0,-1.4
Ecoli viability,1.1,0.3,-2.5,-1.3,-2.2,-0.6,-0.8,1.3
AddAB inh,-0.6,3.4,1.5,4.0,2.0,-0.3,2.0,2.3
Tat transport,-15.4,-0.9,2.4,-0.1,-8.1,16.5,3.2,-4.2
SUMO Mot1 rescue,-23.0,-7.6,x,-1.6,-0.8,6.3,3.8,7.0
DAGLB inh,0.8,-3.6,-2.5,0.7,-0.4,-3.3,-4.6,2.6
PKA-R1A act,7.2,4.5,-0.6,13.2,0.3,8.8,2.3,2.7
PKA-R2B activ,0.7,-5.7,-6.0,7.9,-0.4,-7.2,-1.2,-2.6
HTR5A inv ctr,-2.1,-0.6,-4.1,-0.8,19.0,6.5,-15.4,17.8

33	Cc1ccc(OCCOc2cccc(/C=N/NC(N)=O)c2)cc1
34	O=C(c1cc(-c2ccco2)nc2ccccc12)N1CCCC(C(F)(F)F)C1 (stereo not drawn)
35	COc1cccc(C=C2SC(=S)NC2=O)c1
36	CCC(C)[C@H](NC(=O)N1CCCC1)C(=O)OC (stereo partly drawn)
37	O=C(CSc1cccs1)NCCc1ccccc1
38	COc1ccc(C(=O)C2CCN(CC(=O)NCc3ccccc3)CC2)cc1
39	CCOc1ccc(OCc2ccc(C(=O)NN=Cc3ccc[nH]3)cc2)cc1
40	CN(C)N=Nc1ccc(S(=O)(=O)NC(=O)Cc2ccccc2)cc1
41	CCC(C)(C(=O)NC1CCCC1)N(CC1CCCO1)C(=O)CNC(=O)c1ccccc1 (stereo not drawn)
42	CCCCNC(=S)N(CCN(CC)CC)Cc1cc2cc3c(cc2[nH]c1=O)OCCO3
43	COc1ccc(Cl)cc1NC(=O)CN(C)C1CCCCC1

compound no.,33,34,35,36,37,38,39,40,41,42,43
CDK5 inh,-0.6,2.1,-1.3,-1.0,-0.9,-2.5,-0.4,-0.9,-2.0,-2.2,-0.4
phage Ecoli inh,2.3,2.7,1.2,3.3,2.4,2.2,1.9,1.4,2.3,1.5,4.0
HTR5A ag,9.6,10.4,-1.3,6.4,-0.4,3.3,-2.9,1.1,3.6,0.4,-0.3
Ecoli viability,0.0,0.3,x,1.4,-1.9,0.1,-0.1,5.4,-1.2,-3.1,0.6
AddAB inh,0.2,0.5,x,1.3,0.7,4.7,0.2,3.1,0.9,0.5,-0.9
Tat transport,-2.3,7.7,3.5,-5.6,-10.0,0.6,6.0,-7.3,-7.4,0.6,2.2
SUMO Mot1 rescue,-7.6,8.1,x,-6.1,1.6,81.2,38.4,13.3,15.4,2.3,3.7
DAGLB inh,1.4,3.9,14.6,-0.7,2.1,-1.2,-4.0,-1.9,2.2,1.4,-13.2
PKA-R1A act,11.3,-13.9,1.6,-4.0,-3.8,10.5,-16.3,5.2,-6.0,-5.1,8.2
PKA-R2B activ,0.1,-1.3,8.2,-9.5,5.8,-9.3,-0.3,-4.5,-9.2,-6.7,3.6
HTR5A inv ctr,-37.6,-25.4,5.0,-24.3,-9.5,-9.9,7.3,-4.0,12.6,-1.1,-14.0

In the list so far, six contain a thiophene ring, fused or not:
11	O=C(COC(=O)c1cccs1)NCc1cccs1
12	COC(=O)c1c(NC(C)=O)sc(C(=O)Nc2ccccc2F)c1C
15	CC(C)CNC(=O)COC(=O)CCC(=O)c1cccs1
16	COc1cc(O)sc1C=Nc1ccc(Cl)cc1Cl
18	Nn1c(SCC(=O)NC2CCS(=O)(=O)C2)nnc1-c1cccs1 (stereo not drawn)
37	O=C(CSc1cccs1)NCCc1ccccc1

compound no.,11,12,15,16,18,37
CDK5 inh,1.5,3.7,-3.1,0.2,0.2,-0.9
phage Ecoli inh,1.3,-0.9,3.3,3.8,0.9,2.4
HTR5A ag,-7.0,5.2,1.3,-2.5,1.9,-0.4
Ecoli viability,-2.7,0.3,-0.4,0.1,0.4,-1.9
AddAB inh,0.0,3.2,3.5,-0.7,2.1,0.7
Tat transport,-5.0,7.7,-1.5,-3.0,-3.3,-10.0
SUMO Mot1 rescue,271.4,-18.8,4.2,-1.0,568.6,1.6
DAGLB inh,0.8,2.5,-0.1,0.2,-1.4,2.1
PKA-R1A act,-9.0,9.4,-4.6,3.5,0.5,-3.8
PKA-R2B activ,6.0,-11.1,-6.0,4.6,-5.7,5.8
HTR5A inv ctr,4.4,-14.5,15.6,-18.4,-5.2,-9.5
